From PubChem BioAssay
MC4R antagonist: human MC4R antagonism in cAMP assay; MC4R-expressing cells, MTII-stimulated cAMP, LANCE TR-FRET; inhibition, % at 6.5 µM; actives 0.48% (n = 360,000); AID 540295;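 active = inhibition above its plate's cutoff, the mean of tested wells on that plate plus 3 SD, cut at about 29% in these data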;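 also: 0% = Melanotan II alone and 100% = Melanotan II plus saturating MCL0020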
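System: U2OS-MC4R stable cell line; Technique: Eu-cAMP/anti-cAMP TR-FRET, emission 671 nm; Repeats: single well per compound; Also added: Melanotan II; Dosing: one concentration, 6.5 µM nominal; Schedule: 30-min compound, 1-h challenge, 1-h detection, room temperature.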
SRC3 inh: human NCOA3 inhibition | Q9Y6Q9 | HEK293 GAL4-SRC3 luciferase reporter, luminescence | inhibition, % at 3.6 µM | actives 0.17% (n = 360,000);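 active = inhibition above a per-campaign cutoff, the mean of all compounds plus 3 SD, cut at about 60% in these data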;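 also: 0% = DMSO-treated cells and 100% = gossypol-treated cells at 36 µM; higher means less SRC3-driven luciferase light from the GAL4 reporter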
Target sequence (Q9Y6Q9 whole entry, looked up, the tested form may be a part): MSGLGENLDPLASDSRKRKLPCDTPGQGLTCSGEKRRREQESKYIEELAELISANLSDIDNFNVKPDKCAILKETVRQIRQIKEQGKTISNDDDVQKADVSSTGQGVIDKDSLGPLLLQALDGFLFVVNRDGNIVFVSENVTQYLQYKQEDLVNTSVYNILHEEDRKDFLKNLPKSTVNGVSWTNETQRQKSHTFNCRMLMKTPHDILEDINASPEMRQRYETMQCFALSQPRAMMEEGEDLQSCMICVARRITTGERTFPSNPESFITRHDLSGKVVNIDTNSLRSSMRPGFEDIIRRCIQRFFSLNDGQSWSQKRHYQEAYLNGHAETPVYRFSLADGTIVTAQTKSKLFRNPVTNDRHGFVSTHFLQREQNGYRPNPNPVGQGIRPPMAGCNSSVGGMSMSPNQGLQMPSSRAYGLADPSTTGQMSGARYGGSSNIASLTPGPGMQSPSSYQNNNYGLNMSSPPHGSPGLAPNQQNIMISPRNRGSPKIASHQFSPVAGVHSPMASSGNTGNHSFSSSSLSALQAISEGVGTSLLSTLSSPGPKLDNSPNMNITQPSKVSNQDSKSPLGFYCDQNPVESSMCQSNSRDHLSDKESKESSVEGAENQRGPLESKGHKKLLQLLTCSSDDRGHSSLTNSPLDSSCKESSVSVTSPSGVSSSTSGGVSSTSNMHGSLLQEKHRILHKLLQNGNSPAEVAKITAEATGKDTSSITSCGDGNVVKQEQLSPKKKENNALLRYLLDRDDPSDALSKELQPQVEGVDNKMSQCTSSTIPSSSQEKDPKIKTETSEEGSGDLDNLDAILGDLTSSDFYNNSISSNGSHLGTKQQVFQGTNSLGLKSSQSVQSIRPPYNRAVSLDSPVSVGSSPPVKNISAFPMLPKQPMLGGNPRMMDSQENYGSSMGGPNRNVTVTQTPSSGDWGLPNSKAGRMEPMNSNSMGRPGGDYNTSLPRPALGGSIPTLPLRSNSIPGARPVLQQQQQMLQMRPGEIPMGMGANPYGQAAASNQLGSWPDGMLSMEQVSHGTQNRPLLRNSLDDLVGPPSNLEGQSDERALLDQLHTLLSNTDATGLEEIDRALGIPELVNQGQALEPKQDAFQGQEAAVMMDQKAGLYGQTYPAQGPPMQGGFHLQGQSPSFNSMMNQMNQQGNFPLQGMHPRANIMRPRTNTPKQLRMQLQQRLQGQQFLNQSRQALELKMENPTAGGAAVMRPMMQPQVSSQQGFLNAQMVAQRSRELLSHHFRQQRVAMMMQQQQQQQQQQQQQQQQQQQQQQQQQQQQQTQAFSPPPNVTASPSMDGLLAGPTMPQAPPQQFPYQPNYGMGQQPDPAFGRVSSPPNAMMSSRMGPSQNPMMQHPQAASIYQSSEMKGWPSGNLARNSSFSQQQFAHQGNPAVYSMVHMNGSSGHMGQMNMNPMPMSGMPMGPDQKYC
MC4R ag barr: human MC4R agonism via beta-arrestin; P32245; U2OS MC4R beta-arrestin complementation, luminescence; percent of melanotan II response, DMSO zero; activation, % at 8.9 µM; actives 0.98% (n = 360,000);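 active = activation above a per-plate cutoff, the mean activation of sample wells on that plate plus 3 SD, cut at about 8% in these data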
TLR9-MyD88 block: TLR9-MyD88 interaction inhibition | actives 0.21% (n = 340,000) | AID 504734 | inhibition, % at 4.98 µM | CHO BLA complementation TLR9-MyD88, CCF4 FRET ratio | Q9NR96+Q99836;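 active = inhibition above the mean over all tested compounds plus 3 SD, cut at about 21% in these data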;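 also: 0% = DMSO only wells and 100% = clavulanate BLA inhibitor control wells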
NOD2 RIPK2 PPI: blocks binding of human NOD2 to RIPK2; inhibition, % at 4.98 µM; CHO BLA complementation NOD2-RIPK2, CCF4 ratio; O43353; actives 0.38% (n = 360,000); in the data active = inhibition above about 21%;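 also: 0% = vehicle only and 100% = reference blocker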
ABHD5 PLIN5 PPI: ABHD5-PLIN5 protein interaction inhibition. Q00G26+Q8WTS1. Split G. princeps luciferase complementation, luminescence, 4 h. inhibition, % at 4 µM. actives 0.78% (n = 360,000);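 active = inhibition above the mean inhibition across every tested compound plus 3 SD, cut at about 22% in these data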;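 also: 0% = DMSO only wells and the 100% control is not disclosed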
SRC1 inh: inhibits human SRC1 coactivator | actives 0.12% (n = 360,000) | inhibition, % at 3.6 µM | HEK293 GAL4-SRC1 luciferase reporter, luminescence | AID 588354 | Q15788;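 active = inhibition above the campaign mean plus 3 SD, with each screening campaign given its own cutoff, cut at about 60% in these data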;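 also: 0% = DMSO treated cells and 100% = gossypol at 36 µM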
LMP1 NFkB inh: Epstein-Barr LMP1 NF-kappaB reporter inhibition | LMP1-induced NF-kappaB luciferase reporter cells, luminescence | inhibition, % at 12.5 µM | actives 0.69% (n = 350,000) | AID 504558; in the data active = inhibition above about 41%;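 also: 0% = neutral control wells and 100% = reference inhibitor control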
NR5A2 inv ag: suppresses constitutive activity of human LRH-1; O00482; HEK293T StAR-luciferase reporter, LRH-1 transfected, 24 h; inhibition, % at 3.6 µM; actives 0.13% (n = 360,000); AID 602396;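 active = inhibition above the mean inhibition of all tested compounds plus 3 SD, cut at about 73% in these data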;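 also: 0% = DMSO wells and 100% = reporter-only cells lacking LRH-1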
SRC2 inh: human SRC2 (NCOA2) inhibition. HEK293 GAL4-SRC2 luciferase reporter, luminescence. inhibition, % at 9 µM. AID 651957. Q15596. actives 0.17% (n = 370,000);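 active = inhibition above the mean inhibition of all tested compounds plus 3 SD, set per campaign, cut at about 52% in these data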;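 also: 0% = DMSO treated cells and 100% = cells given Gossypol at 36 µM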
COUP-TFII inh: blocks human COUP-TFII nuclear receptor. P24468. HEK293T NGFI-A luciferase reporter, luminescence. inhibition, % at 8.6 µM. actives 0.7% (n = 370,000);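 active = inhibition above a per-plate cutoff, mean inhibition of test wells between control levels plus 3 SD, cut at about 38% in these data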;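 also: cells cotransfected with COUP-TFII expression vector driving the NGFI-A reporter; 0% = median of COUP-TF2 test wells and 100% = reporter-only cells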
Starred values were filed as active, the others as inactive; . = not tested or not shown.

SMILES | MC4R antagonist | SRC3 inh | MC4R ag barr | TLR9-MyD88 block | NOD2 RIPK2 PPI | ABHD5 PLIN5 PPI | SRC1 inh | LMP1 NFkB inh | NR5A2 inv ag | SRC2 inh | COUP-TFII inh
CCc1cccc(NC(=S)N(CCOC)C(C)c2ccco2)c1 (stereo not given) | 12 | 3 | -1.2 | 0 | -11 | -6 | -17 | -10 | 12 | -1 | 1
Cc1c(Cl)cccc1NC(=O)CSc1nccn1C | 5 | -11 | 0.2 | -2 | 7 | 0 | -9 | 0 | 15 | -12 | -14
O=C(O)c1ccccc1C(=O)Nc1ccc(Oc2ccccc2)cc1 | 9 | 22 | -2.0 | . | -8 | -6 | 8 | . | -13 | -12 | 3
Cc1ccc(SC(C)C(=O)NCCC2=CCCCC2)cc1 (stereo not given) | 0 | 23 | 1.2 | -7 | -6 | -1 | 3 | 2 | 10 | 7 | 0
O=C(COC(=O)c1ccc(Br)cc1)NCC1CCCO1 (stereo not given) | 14 | -21 | -0.3 | 8 | -1 | -1 | -7 | 0 | -1 | -8 | -11
CCN1C[C@@H]2[C@@H]3C(=O)N(Cc4ccccc4)C(=O)[C@@H]3[C@](CC)(C1=O)N2C(=O)c1ccc(Cl)c(Cl)c1 | 6 | 5 | 0.0 | -3 | -15 | 0 | -11 | 0 | -8 | . | .
O=C(C#Cc1ccccc1)Nc1ccc(F)cc1 | -3 | -38 | -0.8 | 6 | 7 | -6 | -30 | -17 | -77 | 13 | -22
O=C(Cn1nc(C(=O)O)c2ccccc2c1=O)c1cc(F)ccc1F | 4 | 14 | 1.8 | 4 | -5 | 0 | -6 | -10 | -2 | -9 | -5
COC(=O)C1=C(C(=O)OC)[C@]2([C@@H]3CC=CCN[C@@H](Cc4ccccc4)C(=O)N3Cc3ccccc3)C=C[C@H]1O2 | 1 | -2 | 0.5 | -7 | -8 | -4 | 7 | -1 | -4 | -5 | 8
CN(C)C(=O)COC(=O)c1cccc(CN2C(=O)c3ccccc3C2=O)c1 | -4 | 8 | -1.3 | 12 | -4 | 3 | -2 | -5 | 8 | 4 | -5
COc1ccc(CC(NC(C)=O)C(=O)NC2CCN(C(=O)c3ccc(Cl)cc3)CC2)cc1 (stereo not given) | -6 | -17 | -1.6 | 1 | 0 | -3 | -4 | -6 | 11 | 10 | -2
O=C(COC(=O)c1cc(Cl)cc(Cl)c1)NCCN1C(=O)CSC1=O | 9 | -2 | -0.6 | -18 | -15 | -9 | 7 | 4 | -3 | -21 | -5
CC(=O)OC1CCC2C3CCc4cc(OP(=O)(N5CC5)N5CC5)ccc4C3CCC12C (stereo not given) | 1 | -6 | -0.2 | 1 | -13 | -3 | -2 | -6 | -8 | 9 | -2
O=C(COc1ccccc1[N+](=O)[O-])Nc1ccc(NC(=O)c2cc3ccccc3o2)cc1 | -4 | -8 | 3.3 | -24 | -2 | 3 | -1 | 3 | -1 | 10 | 1
CCC(C)NC(=O)Cn1c(-c2ccccc2)cc(C(C)=O)c1C (stereo not given) | 2 | -4 | -0.8 | 5 | -5 | 2 | 13 | -1 | 3 | -15 | 1
CC(=O)Oc1cc(C)cc2oc(=O)cc(-c3ccccc3)c12 | 10 | 4 | -1.1 | 2 | 0 | 1 | 8 | -10 | -1 | -1 | 15
COc1cccc(CNC(=O)CCC2CCCN(c3cc(C)nc(N4CCCC4)n3)C2)c1 (stereo not given) | 16 | 8 | -2.4 | -1 | -5 | -1 | 11 | -3 | -6 | -25 | 11
COc1ccccc1NC(=O)CSc1nnc(COc2ccccc2C)o1 | 1 | 11 | -0.9 | -1 | 3 | -5 | -22 | -5 | 10 | -18 | -1
CCCCC(=O)N1CCCC(C)C1 (stereo not given) | 11 | -16 | -1.2 | 0 | -5 | 3 | -42 | 7 | 3 | -12 | 17
CC(C)(C)C(=O)NCCN1C(=O)S/C(=C\c2ccc([N+](=O)[O-])cc2)C1=O | 26 | -4 | -0.9 | -8 | 4 | 3 | -6 | -4 | 7 | 2 | -9
O=C(Sc1ccccc1)c1cccc(Cn2cc(C(F)(F)F)ccc2=O)c1 | 19 | 11 | -2.8 | . | -3 | -11 | -23 | -23 | -6 | -31 | -9
O=C(c1cc(C2CC2)on1)N1CCN(C(c2ccccc2)c2ccccc2)CC1 | 0 | 11 | 0.3 | -3 | -5 | -1 | -6 | -27 | 4 | 1 | 6
Cc1cc(C(=O)CSc2nnc(Nc3ccccc3F)s2)c(C)n1CC1CCCO1 (stereo not given) | 3 | 7 | 0.4 | -10 | -8 | -3 | 0 | 7 | -8 | -21 | 6
CCCCOc1ccccc1C1C(C(N)=O)=C(C)Nc2nnnn21 (stereo not given) | 5 | 14 | 1.4 | 4 | 2 | 5 | 7 | 3 | 2 | 4 | 0
Cc1ccc(C(=O)CC2C(=O)N(c3ccccc3)C(=S)N2c2ccccc2)cc1 (stereo not given) | -1 | -8 | 1.4 | -9 | 10 | -5 | -18 | -3 | -3 | 0 | -8
COCCNC(=O)C1(C)CCCN(CC(=O)c2ccc(OC)cc2)C1 (stereo not given) | 4 | -4 | -0.2 | . | -35 | 9 | 19 | . | 10 | 10 | 17
CCc1ccc(CCC(=O)Nc2nccs2)o1 | -6 | -26 | -2.3 | 8 | -3 | 6 | -7 | 5 | -40 | -21 | 12
COc1ccc(NC(=O)c2cccn(CC=C(C)C)c2=O)cc1 | 11 | -19 | -1.5 | 10 | -2 | -2 | -31 | -12 | -53 | -46 | -5
O=C(C1CCCCC1)N1C[C@H](n2cc(-c3ccc(F)cc3)nn2)[C@@H](O)C[C@@H]1c1ccccc1 | -4 | -8 | -2.3 | -4 | 1 | -4 | -15 | 3 | -29 | -68 | -1
CCN(CC)CCCNC(=O)c1cc(Nc2ccc(OC)cc2OC)nc2ccccc12 | 1 | 6 | 0.6 | -10 | -15 | -2 | -11 | 2 | -3 | 3 | -18

For reference, some entries already given.
SMILES | MC4R antagonist | SRC3 inh | MC4R ag barr | TLR9-MyD88 block | NOD2 RIPK2 PPI | ABHD5 PLIN5 PPI | SRC1 inh | LMP1 NFkB inh | NR5A2 inv ag | SRC2 inh | COUP-TFII inh
CC(=O)Oc1cc(C)cc2oc(=O)cc(-c3ccccc3)c12 | 10 | 4 | -1.1 | 2 | 0 | 1 | 8 | -10 | -1 | -1 | 15
COc1cccc(CNC(=O)CCC2CCCN(c3cc(C)nc(N4CCCC4)n3)C2)c1 (stereo not given) | 16 | 8 | -2.4 | -1 | -5 | -1 | 11 | -3 | -6 | -25 | 11
COc1ccccc1NC(=O)CSc1nnc(COc2ccccc2C)o1 | 1 | 11 | -0.9 | -1 | 3 | -5 | -22 | -5 | 10 | -18 | -1
CCCCC(=O)N1CCCC(C)C1 (stereo not given) | 11 | -16 | -1.2 | 0 | -5 | 3 | -42 | 7 | 3 | -12 | 17
CC(C)(C)C(=O)NCCN1C(=O)S/C(=C\c2ccc([N+](=O)[O-])cc2)C1=O | 26 | -4 | -0.9 | -8 | 4 | 3 | -6 | -4 | 7 | 2 | -9
O=C(Sc1ccccc1)c1cccc(Cn2cc(C(F)(F)F)ccc2=O)c1 | 19 | 11 | -2.8 | . | -3 | -11 | -23 | -23 | -6 | -31 | -9
O=C(c1cc(C2CC2)on1)N1CCN(C(c2ccccc2)c2ccccc2)CC1 | 0 | 11 | 0.3 | -3 | -5 | -1 | -6 | -27 | 4 | 1 | 6
Cc1cc(C(=O)CSc2nnc(Nc3ccccc3F)s2)c(C)n1CC1CCCO1 (stereo not given) | 3 | 7 | 0.4 | -10 | -8 | -3 | 0 | 7 | -8 | -21 | 6
CCCCOc1ccccc1C1C(C(N)=O)=C(C)Nc2nnnn21 (stereo not given) | 5 | 14 | 1.4 | 4 | 2 | 5 | 7 | 3 | 2 | 4 | 0

The list goes on.
SMILES | MC4R antagonist | SRC3 inh | MC4R ag barr | TLR9-MyD88 block | NOD2 RIPK2 PPI | ABHD5 PLIN5 PPI | SRC1 inh | LMP1 NFkB inh | NR5A2 inv ag | SRC2 inh | COUP-TFII inh
COc1ccc(-c2noc(CSc3nnc(-c4ccccc4)n3C)n2)cc1 | 5 | 10 | -0.7 | -1 | -1 | -2 | -10 | 1 | 26 | . | .
COCCCN(C(=O)Nc1cccc(Cl)c1)C(C)c1ccccn1 (stereo not given) | 7 | 4 | -3.1 | 5 | -5 | 2 | 1 | 1 | 16 | -18 | 11
Cn1c(SCC(=O)NCc2ccco2)nnc1C1CC1 | 3 | 26 | -1.0 | 4 | 6 | 1 | -30 | -3 | 9 | 5 | -27
CCN(CC)c1ccc(NC(=O)CSC(=O)c2ccccc2)cc1 | -24 | 8 | -1.1 | 3 | -1 | -14 | -12 | 6 | 12 | 13 | -9
CC(C)(NC(=O)c1ccccc1)c1nc2ccccc2s1 | -1 | 21 | -1.3 | 4 | 2 | -1 | -2 | -8 | -1 | 7 | 7
C=CCNc1nc(Nc2ccc([N+](=O)[O-])cc2)nc(OC)n1 | 15 | 9 | -0.5 | 3 | -4 | -1 | -1 | -5 | -15 | 7 | 19
N#Cc1ccccc1S(=O)(=O)N1CCN(C(=O)CN2CCCSc3ccccc32)CC1 | 0 | 9 | -1.6 | 9 | -1 | 3 | -25 | 0 | 3 | -18 | -3
COCCn1c(SCC(=O)c2[nH]c(C)c(C(C)=O)c2C)nc2ccccc21 | 5 | 17 | -1.8 | -1 | -7 | 5 | -12 | 5 | -24 | -8 | 10
O=C(c1ccc(F)cc1)N1CCCC(c2nc(-c3ccncc3)no2)C1 (stereo not given) | 5 | 3 | -1.2 | 8 | 3 | -2 | -6 | -3 | 10 | -4 | 17
CCCCS(=O)(=O)c1sc2nc(C)cc(C)c2c1N | 10 | 6 | 1.3 | 0 | -6 | -1 | 17 | -9 | 17 | -9 | 5
CCN(CC(=O)Nc1c(F)cccc1F)C(=O)c1cnccn1 | 14 | 10 | -3.7 | -2 | -5 | 4 | 1 | -8 | 3 | -17 | 18
Cc1nn(Cc2ccc(C(=O)N3c4ccc(F)cc4CCC3C)o2)c(C)c1Br (stereo not given) | -16 | 4 | -1.0 | 1 | 4 | 2 | -9 | -13 | -21 | 16 | 14
COc1cc(OC)nc(NC(=O)CSc2nc3ccccc3[nH]2)n1 | 1 | 0 | -0.8 | -2 | 5 | 0 | 9 | 6 | 7 | -4 | -21
CCCNC(=O)C(Cc1ccc(C(F)(F)P(=O)(OCC)OCC)cc1)NC(=O)c1ccc(C#N)cc1 (stereo not given) | 3 | -2 | -0.5 | 0 | -2 | 4 | -1 | -4 | 7 | 5 | 13
C(=N\n1cnnc1)/c1ccc(-c2ccccc2)cc1 | 1 | 3 | 1.9 | -5 | -6 | -6 | -8 | 3 | 7 | -11 | -21

This is a subset; the hit share may differ from the screen's.
